# Screening results (PubChem)
# Nrf2 block – inhibitors of Nrf2 signaling | A549 ARE-Fluc reporter, luciferase luminescence, 18-24 h | Potency, µM (series often up to 46 µM), for inactives: top-dose activity change, negative = inhibition, hits mostly inhibitors | hit rate 2.1% among 360,000 | AID 504444; further: potency means the concentration at half of the fitted maximal effect; on the % scale 0 is the no-effect control and ±100 the full control effect; nearly all actives have a fitted effect of over 60% in size
#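 Nrf2 activity is the BugLite luminescence, read 15 min after reagent at room temperature, following CellTiter-Fluor cytotoxicity readout (30 min, 37C). Compound titrations were applied for 18-24 h to 5000 A549 ARE_Fluc cells/well in 5% FBS OPTI-MEM.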
# CCT modulator – cytosolic chaperonin activity modulation; hit rate 0.3% among 360,000; activity change, % (concentration not given with the values), hits read low; purified chaperonin ATPase assay, HTRF ADP detection, 30 min; AID 651819; in the data active means activity change below about -30%; further: on the % scale 0 is the no-effect control and ±100 the full control effect
#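 First, chaperonin was dispensed at 40 nM or 20 nM final depending on batch activity. Next, compounds were pinned at 76 uM and ATP added at 10 uM. After 30 min at 37 °C, ADP detection reagents ran 30 min at ambient temperature.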
# HepG2 tox – counter-screen for TGF-b inhibitors: cytotoxicity in HepG2 cells | HepG2 CAGA-GFP viability, ATP luminescence, 18 h | Potency, µM (series often up to 46.1 µM), without a hit: at the top dose activity change, negative = cytotoxicity, actives largely listed as cytotoxic | hit rate 0.76% among 410,000; further: potency means the concentration at half of the fitted maximal effect; some results filed as inactive show a strong effect at the top dose
#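 HepG2 CAGA-GFP cells (1000/well, DMEM with 1% FBS) received compound, then TGF-beta at 500 pg/mL final, and were incubated 18 hours at 37 degrees C. Viability was read by CellTiter-Glo luminescence. Media-only wells were set as complete cell-killing and DMSO as no toxicity.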
# Mm-Cpn inhibitor – M. maripaludis TRiC chaperonin inhibition. purified Mm-Cpn ATPase, ADP Transcreener TR-FRET. Potency, µM (doses to about 76.9 µM), for the others: top-dose activity, negative = inhibition, most hits filed as inhibitors. hit rate 0.031% among 330,000. AID 504842; further: potency means the concentration at half of the fitted maximal effect; on the % scale 0 is the no-effect control and ±100 the full control effect; nearly all actives have a fitted effect of over 80% in size
#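 Compound-treated chaperonin, 25 nM final, turns over 10 uM ATP at 37°C for 30 min following a 10 min preincubation; ADP generated competes with ADP-d2 for Eu-cryptate antibody, lowering FRET.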
# Nrf2 activator – activators of Nrf2 (ARE) signaling; hit rate 0.31% among 410,000; Potency, µM (highest dose often 46.1 µM), for inactives: at the highest dose activation, most hits filed as activators; AREc32 ARE-luciferase reporter (MCF7-derived line), luminescence, 24 h; further: potency means the concentration at half of the fitted maximal effect; % of control where 0% means no effect; nearly all actives have a fitted effect of over 65% in size
#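 Cells of the AREc32 ARE-luciferase line are plated in OPTI-MEM containing 5% FBS and left overnight at 37 deg C. Compounds are pinned in, incubation continues 24 hr, and firefly luciferase signal is then measured.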
# pAkt inh – blocks phosphorylation of Akt; Neuro2A IGF-stimulated pAkt S473 HTRF, 20 min; active compounds read low; activity change, % for hits at 50 µM; hit rate 0.32% among 360,000; AID 651550; in the data active means activity change below about -80%; inconclusive means mostly about -51% to -80%; further: on the % scale 0 is the no-effect control and ±100 the full control effect
#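 Neuro2A cells in DMEM with 0.5% FBS, overnight at 37 deg C, given compound at single 50 µM final, then IGF (6 nM final) for 20 min at 37 deg C. Lysed; phospho-Akt Ser473 by HTRF after 24 h, 665/615 ratio.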
# TGFb SMAD3 inh – blocks TGF-b signaling; HepG2 CAGA-GFP TGF-b/SMAD3 reporter, GFP fluorescence, 18 h; TGF-beta stimulated, 500 pg/mL final; Potency, µM (titrated, usually from 46.1 µM), for inactives: at the highest dose activity, negative = inhibition, most hits filed as inhibitors; hit rate 1.2% among 410,000; AID 588855; further: potency means the concentration at half of the fitted maximal effect; on the % scale 0 is the no-effect control and ±100 the full control effect; nearly all actives have a fitted effect of over 65% in size
#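 First, reporter cells (HEPG2 CAGA-GFP) rested 2 h at 37 degrees C. Next, compounds were pinned in and TGF-beta added to 500 pg/mL final. After 18 h, GFP was imaged per cell and summed per well.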
# A549 tox – kills or reduces viability of A549 cells in Nrf2 counter-screen; A549 ARE-Fluc cells, CellTiter-Fluor viability, 18-24 h; Potency, µM (series often up to 46 µM), for inactives: top-dose activity change, negative = cytotoxicity, actives largely listed as inhibitors; hit rate 0.16% among 390,000; further: potency means the concentration at half of the fitted maximal effect; on the % scale 0 is the no-effect control and ±100 the full control effect
#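 A549 ARE_Fluc cells in 5% FBS OPTI-MEM were exposed to compounds in concentration-response for 18-24 h at 37 deg C. Viability was read by CellTiter-Fluor fluorescence (Ex 405/Em 525) after 30 min, before the luciferase read.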
# Abeta rescue – compounds reversing amyloid beta toxicity in yeast; yeast expressing A-beta42, growth rescue, OD600, 48 h; response scale: 0% DMSO, 100% iron-clioquinol control; Potency, µM (titrated, usually from 46.1 µM), for inactives: at the highest dose growth rescue, usual class: activators; hit rate 0.063% among 410,000; AID 1347071; further: potency means the concentration at half of the fitted maximal effect; nearly all actives have a fitted effect of over 55% in size
#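 Yeast A-beta toxicity model in growth medium with pinned compounds, 48 h at 30 C; growth read as absorbance at 600 nm. Normalized to FeCl3/clioquinol equimolar mix (positive) and DMSO (negative).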
# An asterisk follows results filed as active; i = inactive; ? = inconclusive; · = no result given; [ ] = dose if it differs, or a comment. Unless noted, the call rests on the fitted dose curve; in most records, active means well fitted curve in the direction sought with a large enough effect; inconclusive means small, poorly fitted or top-dose-only effect, or another doubt; inactive means no such curve, though single readings can be large; an effect the other way counts as inactive or inconclusive.
SMILES,Nrf2 block,CCT modulator,HepG2 tox,Mm-Cpn inhibitor,Nrf2 activator,pAkt inh,TGFb SMAD3 inh,A549 tox,Abeta rescue
O=C(Nc1c2c(nn1-c1ccccc1)CS(=O)(=O)C2)c1cccs1,9%,-2.0,-30%,-2%,0.2%,i,-24%,6%,0%
CCOC(=O)C1CCN(Cc2cccc(OCc3ccccc3)c2)CC1,?,-0.5,-3%,-2%,0.4%,i,-12%,-1%,10%
Cc1nn(C)cc1N1C(=O)c2cccc3c(N)ccc(c23)C1=O,-6%,0.4,-24%,-11%,2.6%,i,116%[activator],1%,3%
O=C(CCNc1n[nH]c(=O)[nH]c1=O)N/N=C\c1ccc(Br)cc1,8%,2.5,-72%,-5%,1.7%,i,-10%,4%,5%
CCCC(=O)Nc1cc2c3c(c1)C(C)C(=O)N3CCC2 (centres undefined),11%,1.2,2%,0%,-0.1%,·,0%,1%,0%
COc1ccc(NC(=O)NN2CCN(C)CC2)c(OC)c1,8%,2.0,-7%,1%,-1.5%,i,-6%,5%,0%
COCCn1c(=O)[nH]c2cc(C(=O)N3CCN(Cc4ccc5c(c4)OCO5)CC3)ccc2c1=O,12µM*,-0.1,-10%,·,-0.6%,i,-10%,-2%,3%
CN(C)S(=O)(=O)N1CCc2ccccc21,-9%,-0.1,-5%,2%,0.1%,i,2%,0%,9%
Brc1ccc(-c2nnc3n2C2(CCCC2)Cc2ccccc2-3)o1,-28%,1.1,-32%,3%,-0.4%,i,-20%,-6%,0%
CCOC(=O)C1CN(S(=O)(=O)c2ccc(C)cc2)c2cc(S(=O)(=O)CC)ccc2O1 (centres undefined),13%,1.6,-17%,-1%,0.5%,i,8%,-7%,-3%
CC(=O)c1c(C)[nH]c(C(=O)CN2C(=O)NC(C)(c3ccc4c(c3)OCCO4)C2=O)c1C (centres undefined),-22%,-1.6,1%,0%,2.7%,i,0%,-2%,12%
Cc1cccc(NC(=O)Cn2cc(C(=O)C3CC3)c3ccccc32)c1C,-4%,0.8,0%,1%,-0.4%,i,-1%,0%,-5%
COc1cccc(C2C3=C(CC(C)(C)CC3=O)OC(N)=C2[N+](=O)[O-])c1 (centres undefined),-4%,-1.2,0%,1%,-0.1%,i,0%,-9%,20%
O=C(CN1CCC(C(=O)c2ccc3c(c2)OCCO3)CC1)Nc1ccccc1C(F)(F)F,-25%,0.5,-13%,-1%,0.2%,i,-12%,-10%,-15%
CCOC(=O)C1=C(COC(=O)/C=C/c2cccc([N+](=O)[O-])c2)NC(=O)NC1C (centres undefined),-10%,0.6,-7%,2%,?,i,-5%,1%,3%
Cn1ncc(Cl)c1C(=O)N1CCN(C23CC4CC(CC(C4)C2)C3)CC1,7%,-1.9,0%,-2%,2.3%,i,11%,7%,6%
CCN1C(=O)c2ccccc2S(=O)(=O)c2ccc(C(=O)NCc3ccc(C)cc3)cc21,?,·,-1%,·,-0.1%,·,-12%,9%,5%
CC(=O)c1ccc(N2CCN(C(=S)Nc3cccc(Cl)c3)CC2)cc1,-7%,-0.1,-11%,0%,0.4%,i,-31%,10%,9%
O=C(Cc1cccs1)NCc1ccccc1Br,-11%,1.1,13%,1%,0.3%,i,-2%,-1%,-25%
Cc1ccc(S(=O)(=O)NCc2ccc(C(=O)NCCc3ccc(S(N)(=O)=O)cc3)cc2)cc1,18%,-0.7,4%,-1%,-1.2%,i,5%,0%,?
CC(C)Oc1ccc(C(=O)NCC(c2ccc(N(C)C)cc2)N2CCCC2)cc1 (centres undefined),·,·,-37%,·,-0.2%,·,-12%,-18%,3%
CC(=O)Oc1ccc2oc(=O)c3c(c2c1)CCCN3C(=O)CN1CCOCC1,2%,-5.6,5%,1%,0.0%,i,8%,-14%,-2%
COc1ccc2oc(C(=O)N3CCc4ccccc43)c(C)c2c1,?,-0.4,-32%,2%,-1.6%,i,-25%,10%,-20%
O=C(Nc1ccc(Nc2ccccc2)cc1)c1ccc(Cl)cc1,?,-0.6,-24%,·,0.0%,i,-9%,0%,14%
CC(Sc1nnc(Cc2cccs2)n1C1CCCCC1)C(=O)N1CCc2ccccc21 (centres undefined),?,-3.7,-4%,3%,0.9%,i,-1%,-26%,6%

# Reformatted with two lines to a compound: part of the list above.
# Results follow in this order: Nrf2 block, CCT modulator, HepG2 tox, Mm-Cpn inhibitor, Nrf2 activator, pAkt inh, TGFb SMAD3 inh, A549 tox, Abeta rescue
COCCn1c(=O)[nH]c2cc(C(=O)N3CCN(Cc4ccc5c(c4)OCO5)CC3)ccc2c1=O
 : 12µM*, -0.1, -10%, ·, -0.6%, i, -10%, -2%, 3%
CN(C)S(=O)(=O)N1CCc2ccccc21
 : -9%, -0.1, -5%, 2%, 0.1%, i, 2%, 0%, 9%
Brc1ccc(-c2nnc3n2C2(CCCC2)Cc2ccccc2-3)o1
 : -28%, 1.1, -32%, 3%, -0.4%, i, -20%, -6%, 0%
CCOC(=O)C1CN(S(=O)(=O)c2ccc(C)cc2)c2cc(S(=O)(=O)CC)ccc2O1 (centres undefined)
 : 13%, 1.6, -17%, -1%, 0.5%, i, 8%, -7%, -3%
CC(=O)c1c(C)[nH]c(C(=O)CN2C(=O)NC(C)(c3ccc4c(c3)OCCO4)C2=O)c1C (centres undefined)
 : -22%, -1.6, 1%, 0%, 2.7%, i, 0%, -2%, 12%
Cc1cccc(NC(=O)Cn2cc(C(=O)C3CC3)c3ccccc32)c1C
 : -4%, 0.8, 0%, 1%, -0.4%, i, -1%, 0%, -5%
COc1cccc(C2C3=C(CC(C)(C)CC3=O)OC(N)=C2[N+](=O)[O-])c1 (centres undefined)
 : -4%, -1.2, 0%, 1%, -0.1%, i, 0%, -9%, 20%
O=C(CN1CCC(C(=O)c2ccc3c(c2)OCCO3)CC1)Nc1ccccc1C(F)(F)F
 : -25%, 0.5, -13%, -1%, 0.2%, i, -12%, -10%, -15%
CCOC(=O)C1=C(COC(=O)/C=C/c2cccc([N+](=O)[O-])c2)NC(=O)NC1C (centres undefined)
 : -10%, 0.6, -7%, 2%, ?, i, -5%, 1%, 3%
Cn1ncc(Cl)c1C(=O)N1CCN(C23CC4CC(CC(C4)C2)C3)CC1
 : 7%, -1.9, 0%, -2%, 2.3%, i, 11%, 7%, 6%
CCN1C(=O)c2ccccc2S(=O)(=O)c2ccc(C(=O)NCc3ccc(C)cc3)cc21
 : ?, ·, -1%, ·, -0.1%, ·, -12%, 9%, 5%
CC(=O)c1ccc(N2CCN(C(=S)Nc3cccc(Cl)c3)CC2)cc1
 : -7%, -0.1, -11%, 0%, 0.4%, i, -31%, 10%, 9%
O=C(Cc1cccs1)NCc1ccccc1Br
 : -11%, 1.1, 13%, 1%, 0.3%, i, -2%, -1%, -25%

# New compounds follow
SMILES,Nrf2 block,CCT modulator,HepG2 tox,Mm-Cpn inhibitor,Nrf2 activator,pAkt inh,TGFb SMAD3 inh,A549 tox,Abeta rescue
COc1ccc(Nc2oc(COc3ccc(Cl)cc3)nc2C#N)cc1,?,0.3,-20%,-4%,4.1%,i,-26%,-10%,11%
COC(=O)COc1ccc(Oc2nc(NC(C)(C)C)nc(N(C)C)n2)nn1,7%,·,1%,·,4.9%,·,-3%,1%,3%
CCOc1ccc(NC(=O)CSc2nc(NS(=O)(=O)c3ccc(C)cc3)cc(=O)[nH]2)cc1,-11%,0.2,-1%,2%,0.2%,i,3%,-7%,2%
COC(=O)c1ccc2nc(-c3ccco3)c(Cc3ccccc3C(F)(F)F)n2c1,·,-1.5,·,·,?,i,·,·,-29%
O=C(Nc1ccc(CN2CCOCC2)cc1)c1cc2ccccc2o1,?,-4.4,-6%,2%,0.0%,i,-1%,-1%,-1%
CCN1CCN(S(=O)(=O)c2ccc(OC)c(NC(=O)c3ccccc3F)c2)CC1,0%,-2.0,-9%,-4%,-0.7%,i,-12%,0%,10%
CCS(=O)(=O)c1nc(S(=O)(=O)c2ccc(Cl)cc2)c(N2CCCC2)s1,-12%,-1.7,3%,-6%,2.9%,·,-2%,14%,5%
CC(C)(C)NC(=O)C(=O)NN=C1CCCCCC1,20%,-1.0,2%,0%,-0.5%,i,10%,-1%,6%
Cc1ccc(NC(=O)Cn2cc(S(=O)(=O)N3CCC(C)CC3)c3ccccc3c2=O)c(Br)c1,-4%,·,13%,·,0.1%,·,?,-6%,-8%
CCC(C)(C)C(=O)Nc1ncc(S(=O)(=O)c2ccc([N+](=O)[O-])cc2)s1,?,-2.8,-24%,3%,8.2%,i,-12%,-13%,3%
CCN(CC(=O)Nc1cc(C)c(Cl)cc1OC)CC(=O)NC1CCS(=O)(=O)C1 (centres undefined),-16%,0.3,-6%,-2%,0.1%,i,0%,0%,4%
COc1ccc(N2CC(C(=O)Nc3ccc(S(=O)(=O)Nc4nccs4)cc3)CC2=O)c(OC)c1 (centres undefined),?,-2.7,5%,2%,-1.0%,i,26%,-1%,-7%
COc1ccc(C)cc1NC(=O)CSc1nnc(-c2cc3cccc(OC)c3o2)n1N,-7%,-1.2,-9%,·,-1.3%,i,-10%,2%,-7%
COc1cc(C=NNC(=O)Cn2nc(C)cc2C)ccc1OC(=O)C1CC1,3%,-4.2,9%,-18%,0.4%,i,8%,-1%,-5%
CCCCCc1c(O)nc(SCCN(C)C)[nH]c1=O,1%,-0.1,-1%,-1%,-0.4%,i,5%,1%,5%
